KB-V1 MDR tox: KB-V1 MDR subline cytotoxicity. hit rate 3.4% among 400,000. KB-V1 MDR cells viability, CellTiter-Glo, 72 h. Potency, µM (titrated, usually from 46.1 µM), for inactives: at the top dose activity change, negative = cytotoxicity, usual class: cytotoxic. AID 1347076; further: on the % scale 0 is the no-effect control and ±100 the full control effect; nearly all actives have a fitted effect of over 60% in size
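Readout: CellTiter-Glo luminescence, 10 min after addition. Cells: KB-V1 MDR subline, 72 h at 37 degrees C with compound. Analysis: corrected, normalized data fitted to concentration-effect curves.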
GLP1R ag: GLP-1 receptor (human) agonism; P43220; HEK293 GLP-1R CRE-luciferase, luminescence, 4-6 h; cells express a hypersensitive GLP-1R form; Potency, µM (series often up to 45.6 µM), without a hit: at the highest dose activation, actives largely listed as activators; hit rate 0.007% among 380,000; AID 624172; further: % of control where 0% means no effect
Target sequence (P43220 whole entry, looked up): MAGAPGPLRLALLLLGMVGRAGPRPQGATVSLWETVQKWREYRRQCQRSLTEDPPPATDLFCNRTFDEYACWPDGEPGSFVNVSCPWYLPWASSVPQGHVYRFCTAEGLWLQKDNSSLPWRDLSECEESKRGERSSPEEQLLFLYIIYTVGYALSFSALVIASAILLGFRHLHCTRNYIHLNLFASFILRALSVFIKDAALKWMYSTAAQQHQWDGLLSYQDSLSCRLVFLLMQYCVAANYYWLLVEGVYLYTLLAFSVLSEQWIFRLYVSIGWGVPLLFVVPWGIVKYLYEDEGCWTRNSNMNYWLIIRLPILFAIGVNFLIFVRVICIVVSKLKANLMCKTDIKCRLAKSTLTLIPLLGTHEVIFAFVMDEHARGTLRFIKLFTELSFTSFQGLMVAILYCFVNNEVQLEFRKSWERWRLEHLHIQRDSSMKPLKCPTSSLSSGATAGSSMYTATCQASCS
KB-3-1 tox: KB-3-1 parental cell cytotoxicity | hit rate 1.4% among 400,000 | KB-3-1 viability, CellTiter-Glo ATP luminescence, 72 h | Potency, µM (top dose mostly 46.1 µM), inactives show at the highest dose activity change, negative = cytotoxic, usual class: cytotoxic | AID 1347075; further: on the % scale 0 is the no-effect control and ±100 the full control effect; nearly all actives have a fitted effect of over 60% in size
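Cytotoxicity in the drug-sensitive parental line KB-3-1 was scored as loss of CellTiter-Glo luminescence following 72 h incubation with compound. Values come from curve fitting of normalized concentration-response data.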
HT1080 IDH1KD tx: kills HT-1080 cells with IDH1 knockdown | AID 686971 | hit rate 2% among 360,000 | HT-1080 IDH1 knockdown viability, ATP luminescence, 48 h | Potency, µM (doses to about 46.1 µM), without a hit: at the highest dose activity, negative = toxicity, usual class: cytotoxic;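 further: 0% = DMSO wells and -100% = cell-free medium wells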
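Cytotoxicity counter-line: IDH1KD HT-1080, 48 h, CellTiter-Glo. Curves classed by r2, magnitude and activity.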
HT1080NT lethal: kills 2HG-producing HT-1080-NT fibrosarcoma cells; AID 686970; HT-1080-NT fibrosarcoma viability, CellTiter-Glo ATP luminescence, 48 h; hit rate 1.6% among 360,000; Potency, µM (titrated, usually from 46.1 µM), without a hit: at the highest dose activity, negative = less viability, hits mostly cytotoxic;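 further: NT is the 2HG producing partner of a matched IDH1 knockdown line; 0% = DMSO-treated cells and -100% = media-only wells without cells; nearly all actives have a fitted effect of over 55% in size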
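Viability by CellTiter-Glo luminescence after 48 h compound exposure at 37C of HT-1080-NT cells (750/well, RPMI, 5% FBS). % activity scaled between DMSO wells and medium-only wells, then curve-fitted and categorized by curve class.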
TDP43 rescue: rescues yeast growth from TDP-43 toxicity. TDP-43 expressing yeast growth rescue, BacTiter-Glo, 24 h. Potency, µM (series often up to 46.1 µM), without a hit: at the top dose growth rescue (activation), usual class: activators. hit rate 1.8% among 410,000; further: % of control where 0% means no effect; nearly all actives have a fitted effect of over 50% in size
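Yeast cells expressing TDP-43 under galactose induction are exposed to compounds for 24 hr at 30 deg C. BacTiter-Glo luminescence measures growth, so protective compounds score as activators.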
GLP-1R inv ag: inverse agonists of human GLP-1 receptor; P43220; Potency, µM (doses to about 38.3 µM), for the others: at the top dose activity change, negative = inhibition, most hits filed as inhibitors; AID 624417; hit rate 1.6% among 410,000; HEK293 GLP-1R CRE-luciferase, luminescence, 24 h; GLP-1R form is constitutively active; further: on the % scale 0 is the no-effect control and ±100 the full control effect; nearly all actives have a fitted effect of over 55% in size
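GLP-1R inverse agonism mode: basal reporter luminescence in engineered HEK293 cells measured after one day of compound exposure at 37 deg C, with a 12 min room-temperature detection step.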
SW480 rerep: induces DNA re-replication in SW480 colon adenocarcinoma cells; SW480 DNA re-replication, Hoechst DNA content imaging, 48 h; Potency, µM (series often up to 46.1 µM), for inactives: at the highest dose re-replication activation, most hits filed as activators; hit rate 1.8% among 340,000; AID 624297; further: % of control where 0% means no effect; nearly all actives have a fitted effect of over 55% in size
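250 cells/well; 23 nL cpd via pin tool; 48 hr, 37 C, 5% CO2; Hoechst 40 min; imager read of total nuclear intensity, ex 405/em 500-530 nm.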
GLP1R cytotox: cytotoxicity in counter-screen for GLP-1R inverse agonists | HEK293 cAMP-luciferase reporter cells, luminescence, 24 h | Potency, µM (titrated, usually from 38.3 µM), for the others: top-dose activity change, negative = inhibition, hits mostly inhibitors | hit rate 0.13% among 410,000 | AID 624418;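 further: loss of luciferase light is scored as toxicity; on the % scale 0 is the no-effect control and ±100 the full control effect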
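To flag toxic compounds, the library was rerun on cells for 24 hr at 37 deg C and 5% CO2. Viability-linked luminescence was captured 12 min after adding luciferase detection reagent.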
* = called active by the depositor; ? = inconclusive; nt = no result given; & = joins results of further samples; [ ] = remark or other dose. The call rests on the fitted dose curve; in most records, active means well fitted curve in the direction sought with a large enough effect; inconclusive means small, poorly fitted or top-dose-only effect, or another doubt; inactive means no such curve, though single readings can be large; an effect the other way counts as inactive or inconclusive. Potency means the concentration at half of the fitted maximal effect.

SMILES	KB-V1 MDR tox	GLP1R ag	KB-3-1 tox	HT1080 IDH1KD tx	HT1080NT lethal	TDP43 rescue	GLP-1R inv ag	SW480 rerep	GLP1R cytotox
CC(c1ccccc1)n1cc(C(=O)NCCCn2ccnc2)nn1 (configuration not stated)	-0.7%	3.4%	7.3%	3.1%	7.1%	-10.1%	?	-2.7%	-9.6%
C=CCN(c1ccccc1)S(=O)(=O)c1ccc(Cl)c(C(=O)OCC(=O)c2[nH]c(C)c(C(C)=O)c2C)c1	-10.5%	12.5%	?	-4.0%	-4.1%	7.2%	-24.6%	-4.0%	-14.6%
CCCN(Cc1cccs1)C(=O)Nc1ccc(OCC)cc1	5.9%	nt	4.9%	nt	nt	?	-2.5%	nt	0.8%
O=C(Nc1cccnc1)c1cc(-c2cccc(Cl)c2)on1	-2.8%&-19.4%	8.5%	12.2%&-1.9%	18.6%	3.2%	22.9%&18.3%	5.6%&-3.2%	0.5%	14.8%&-15.1%
CCn1cc(C(=O)O)c(=O)c2cc(F)c(N3CCN(C(=S)NC(=O)c4ccc(OC)cc4)CC3)cc21	7.1%	-3.7%	11.3%	0.4%	-0.7%	13.0%	4.3%	1.1%	4.9%
CCOC(=O)C1=C(C)OC(N)=C(C#N)C1c1ccoc1 (configuration not stated)	3.8%	1.3%	5.1%	20.0%	23.7%	6.2%	-4.5%	11.3%	10.5%
Cc1ccccc1CC(=O)N1CCOCC1	-4.1%	-3.5%	15.7%	8.1%	1.5%	16.6%	13.5%	?	4.8%
O=C(NC1CCN(Cc2ccccc2)CC1)C1CCN(S(=O)(=O)c2cccc([N+](=O)[O-])c2)CC1	-31.8%	3.4%	-15.2%	-2.5%	0.9%	-10.0%	1.6%	-8.5%	10.0%
N#Cc1cnn2ccc(-c3cc(N4CCOCC4)ccc3[N+](=O)[O-])nc12	-25.7%	3.8%	-10.8%	-11.5%	?	-1.4%	6.7%	-1.4%	?
Cc1ccc(C(=O)Nc2ccccc2C(=O)O)cc1NC(=O)COc1c(C)cccc1C	25.5%	0.5%	0.5%	-3.5%	4.3%	3.2%	?	-8.0%	-5.0%
COc1ccc(S(=O)(=O)N2CCOCC2)cc1NC(=O)CN1C(=O)NC2(CCCCC2C)C1=O (configuration not stated)	-0.2%	2.2%	2.8%	0.8%	-0.3%	7.0%	13.8%	0.3%	8.1%
N#Cc1c(-c2ccccc2)nc(SCc2ccc([N+](=O)[O-])cc2)[nH]c1=O	4.2%	6.6%	4.8%	-6.5%	-14.2%	-3.9%	-6.5%	-60.4%[inhibitor]	-12.4%

Nothing new here: 5 of the compounds above.
SMILES	KB-V1 MDR tox	GLP1R ag	KB-3-1 tox	HT1080 IDH1KD tx	HT1080NT lethal	TDP43 rescue	GLP-1R inv ag	SW480 rerep	GLP1R cytotox
O=C(Nc1cccnc1)c1cc(-c2cccc(Cl)c2)on1	-2.8%&-19.4%	8.5%	12.2%&-1.9%	18.6%	3.2%	22.9%&18.3%	5.6%&-3.2%	0.5%	14.8%&-15.1%
CCn1cc(C(=O)O)c(=O)c2cc(F)c(N3CCN(C(=S)NC(=O)c4ccc(OC)cc4)CC3)cc21	7.1%	-3.7%	11.3%	0.4%	-0.7%	13.0%	4.3%	1.1%	4.9%
CCOC(=O)C1=C(C)OC(N)=C(C#N)C1c1ccoc1 (configuration not stated)	3.8%	1.3%	5.1%	20.0%	23.7%	6.2%	-4.5%	11.3%	10.5%
Cc1ccccc1CC(=O)N1CCOCC1	-4.1%	-3.5%	15.7%	8.1%	1.5%	16.6%	13.5%	?	4.8%
O=C(NC1CCN(Cc2ccccc2)CC1)C1CCN(S(=O)(=O)c2cccc([N+](=O)[O-])c2)CC1	-31.8%	3.4%	-15.2%	-2.5%	0.9%	-10.0%	1.6%	-8.5%	10.0%

(list continues)
SMILES	KB-V1 MDR tox	GLP1R ag	KB-3-1 tox	HT1080 IDH1KD tx	HT1080NT lethal	TDP43 rescue	GLP-1R inv ag	SW480 rerep	GLP1R cytotox
CCC(c1nnnn1-c1c(C)cccc1C)N1CCN(CC)CC1 (configuration not stated)	-22.1%	9.0%	4.6%	12.7%	11.7%	9.4%	18.6%	nt	-1.9%
Cc1ccc(S(=O)(=O)NCc2ccc(C(=O)N3CCc4ccccc4C3)cc2)cc1	4.61µM*	-1.1%	-2.9%	17.0%	1.6%	0.0%	?	10.7%	0.5%
CCCCCN(C(=O)CCC(=O)OCC(=O)NCc1ccc(OC)cc1)c1c(N)n(CCCC)c(=O)[nH]c1=O	-0.9%	-4.0%	6.5%	-11.7%	2.7%	-16.4%	2.7%	1.7%	10.1%
CCC(=O)Nc1nnc(SCC(=O)Nc2cccc(Cl)c2)s1	-6.6%	-2.8%	1.9%	2.2%	15.0%	13.3%	-24.1%	-10.1%	3.8%
CCN1CCN(c2nc3ccccc3nc2C(C#N)C(=O)OCc2ccccc2)CC1 (configuration not stated)	?	24.9%	0.7%	-18.6%	-16.0%	0.0%	-23.0%	?	4.4%
Cc1nc(NCc2ccco2)c2oc3ccccc3c2n1	-26.6%	23.8%	-5.5%	-0.8%	-20.5%	12.7%	?	-0.9%	-12.9%
O=C(O)c1ccc(/C=N/Nc2ncc(Cl)cc2Cl)cc1	7.9%	-1.1%	3.4%	-8.8%	-4.5%	-10.4%	-8.0%	-6.8%	?
Cc1ccc(NC(=O)C2CCCN(S(=O)(=O)c3ccc4c(c3)CCCC(=O)N4)C2)cc1N(C)C (configuration not stated)	-2.1%	-2.9%	?	nt	nt	16.8%	-0.9%	nt	0.5%
COc1ccc(OC)c(NC(=S)NCc2ccco2)c1	12.2%	-2.9%	17.3%	1.8%	-0.6%	16.2%	4.1%	-7.5%[9.22 µM]	5.7%
O=C(Nc1ccc(Nc2ccccc2)cc1)c1ccc(Cl)cc1Cl	-7.6%	12.4%	-3.1%	?	-13.2%	5.0%	8.91µM*	?	-24.7%
NC(=O)[C@H]1CC2(CC(c3cccc(NC(=O)COc4ccc(Cl)cc4)c3)=NO2)CN1C(=O)Cc1ccc([N+](=O)[O-])cc1 (some centres not stated)	?	-5.4%	-27.9%	-16.4%	?	11.3%	8.0%	?	19.1%
O=C(CSc1ccccc1)N1CCN(S(=O)(=O)c2ccccc2F)CC1	-9.8%	2.9%	-4.5%	-3.9%	-1.8%	21.8%	?	0.2%	14.1%
O=C(CS(=O)(=O)c1ccc(Cl)cc1)Nc1nnc(-c2cccs2)o1	-1.1%	-0.1%	-3.9%	-1.1%	-11.6%	10.6%	-3.7%	-2.8%	4.2%
Cc1cc(C(=O)Nc2ccccc2C(=O)O)oc1C	14.6%	-2.2%	-1.2%	4.1%	1.3%	-26.5%	14.7%	-2.6%	-6.8%
CC(C(=O)N1CCN(c2ccc([N+](=O)[O-])cc2)CC1)N1C(=O)C2CC=CCC2C1=O (configuration not stated)	-1.7%	3.8%	14.1%	7.0%	11.6%	1.1%	-3.6%	-0.3%	-26.3%
O=C(/C=C/c1ccco1)N(Cc1cccc(F)c1)C1CCS(=O)(=O)C1 (configuration not stated)	14.1%	7.0%	20.7%	1.1%	0.1%	-15.9%	-20.2%	23.7%	-1.2%
CNc1ccc(-c2ccccc2CO)cn1	21.3%	4.9%	0.0%	-2.6%	?	14.2%	-17.0%	nt	-2.6%
O=C(O)c1cccc(S(=O)(=O)Nc2ccc3c(c2)OCO3)c1	7.7%	5.5%	3.8%	-0.3%	-1.5%	14.7%	2.5%	2.3%	-2.7%
Cc1cc(C)n(-c2nc3ccccc3c(=O)n2OCc2ccc(F)cc2)n1	?	-6.4%	1.4%	1.1%	-0.3%	?	?	6.0%	-1.5%
O=C(Cc1c[nH]c2ccccc12)N/N=C/c1cccc(F)c1	-19.5%	8.8%	-1.0%	5.4%	5.8%	-10.7%	?	-1.5%	3.7%
COCCN1C=C2C(=O)C(C)(OC(=O)CCC(=O)OC)C(=O)C(Br)=C2C=C1c1ccc(OC)cc1 (configuration not stated)	18.4%	0.0%	-1.5%	-1.0%	0.1%	-29.5%	15.5%	-30.2%[inhibitor]	-0.9%
COc1nc(Oc2ccc(C(=O)O)cc2)nc(Oc2ccc(C(=O)O)cc2)n1	10.3%	-10.4%	21.7%	13.8%	7.2%	-23.8%	1.8%	-2.1%	-12.0%
CCOC1OC(=O)C(Cl)=C1Nc1cc(C)ccc1C (configuration not stated)	?	5.6%	-1.4%	17.8%	11.2%	10.7%	-10.2%	-6.6%	9.3%
N#CCCN(C(=O)COC(=O)CCc1ccccc1)c1ccccc1	9.1%	18.5%	-0.9%	11.9%	16.6%	6.8%	5.0%	-1.5%	-3.3%
COc1cccc(NC(=S)N2CCn3cccc3C2c2cccnc2)c1 (configuration not stated)	-20.2%	7.5%	0.5%	-14.3%	-3.3%	6.7%	8.4%	-8.3%	-0.8%
COC(=O)c1ccccc1NC(=S)NC(=O)c1ccc2ccccc2c1	?	0.1%	?	10.6%	4.4%	-6.8%	-8.8%	-2.9%	-2.7%
O=C(CSc1nc2ccccc2nc1N1CCOCC1)Nc1ccccc1F	-16.9%	23.5%	-24.3%	-22.2%	-5.7%	?	?	1.3%	-12.3%
NNC(=O)/C=C/c1ccc(Cl)cc1Cl	0.0%	12.5%	18.4%	-6.6%	-1.1%	-14.6%	7.3%	-2.2%	-24.0%
COc1ccc(C2Nc3ccccc3C(=O)N2c2ccccc2)cc1CSc1ccccn1 (configuration not stated)	4.11µM*	9.8%	-8.2%	-20.5%	-12.3%	-7.0%	-5.2%	15.0%	18.6%
CC(Sc1nnc(N)s1)C(=O)NC1CCCCC1C (configuration not stated)	-1.3%	-3.4%	?	-17.2%	-3.4%	7.7%	14.7%	-0.7%	4.3%
CCCC(NC(=O)CNC(=O)C(C)(C)C)C(=O)O (configuration not stated)	-11.8%	2.1%	-0.6%	-2.1%	-0.8%	0.0%	1.2%	-2.4%	8.3%
COc1cccc(NC(=O)CN(C)C(=O)c2ccc(NS(=O)(=O)c3ccc(F)cc3)cc2)c1	28.5%	1.9%	-2.2%	-0.6%	2.2%[9.24 µM]	13.9%	-17.1%	4.9%	-5.5%
Cc1ccc(S(=O)(=O)NCC(=O)OCC(=O)NCCc2ccccc2)cc1	11.4%	-6.0%	11.6%	-1.4%	-0.5%	16.9%	-14.3%	-3.4%	-4.9%

Bioassay records: PubChem, National Center for Advancing Translational Sciences (NCATS)
